Source: PubChem (The Scripps Research Institute Molecular Screening Center)
FBW7 activator: FBW7 E3 ligase activators, primary screen, biochemical, AlphaScreen, human | F-box/WD repeat-containing protein 7 (Homo sapiens), Q969H0 | 650,000 tested, 0.13% active | AlphaScreen FBW7–phospho-cyclin E peptide binding, activator screen | normalized activity (activation), % at 26.1 µM; in the data active = normalized activity above about 1.9%;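 note: purified mutant Fbw7 with reduced substrate affinity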
TEAD-YAP block: TEAD-YAP interaction inhibition, primary screen, TEAD-YAP interaction inhibitor project, luminescence, HEK-TIYL cells; 640,000 tested, 1.4% active; inhibition, % at 9.12 µM; TEAD-Gal4/YAP UAS-luciferase luminescence; in the data active = inhibition above about 32%;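 note: 0% = median of test compound wells and 100% = reference inhibitor wells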
GPR151 activ: activators of human GPR151, primary screen, cell-based, PathHunter beta-arrestin, luminescence; PathHunter beta-arrestin GPR151 cells; activation, % at 11.2 µM; 650,000 tested, 1% active; in the data active = activation above about 4.9%;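 note: 0% = median of compound wells and 100% = cells with positive control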
Target sequence (Q8TDV0 whole entry, looked up): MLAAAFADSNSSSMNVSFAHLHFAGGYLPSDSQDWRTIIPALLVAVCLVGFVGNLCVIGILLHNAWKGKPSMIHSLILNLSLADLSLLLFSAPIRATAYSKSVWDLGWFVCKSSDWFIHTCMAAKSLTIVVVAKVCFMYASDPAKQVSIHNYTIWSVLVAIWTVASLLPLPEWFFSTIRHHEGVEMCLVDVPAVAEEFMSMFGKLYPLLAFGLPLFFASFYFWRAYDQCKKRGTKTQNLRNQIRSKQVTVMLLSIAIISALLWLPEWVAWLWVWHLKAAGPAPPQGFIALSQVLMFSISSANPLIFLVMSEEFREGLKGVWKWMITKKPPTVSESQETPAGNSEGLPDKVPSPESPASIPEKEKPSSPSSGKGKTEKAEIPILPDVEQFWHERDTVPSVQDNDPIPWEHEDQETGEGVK
MITF primary: MITF inhibitors, primary screen, biochemical, AlphaScreen, human; Microphthalmia-associated transcription factor (Homo sapiens), O75030; AlphaScreen MITF homodimerization, bead proximity signal; inhibition, % at 2.6 µM; 650,000 tested, 0.91% active; in the data active = inhibition above about 50%;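 note: 0% = vehicle wells with protein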
Target sequence (O75030 whole entry, looked up): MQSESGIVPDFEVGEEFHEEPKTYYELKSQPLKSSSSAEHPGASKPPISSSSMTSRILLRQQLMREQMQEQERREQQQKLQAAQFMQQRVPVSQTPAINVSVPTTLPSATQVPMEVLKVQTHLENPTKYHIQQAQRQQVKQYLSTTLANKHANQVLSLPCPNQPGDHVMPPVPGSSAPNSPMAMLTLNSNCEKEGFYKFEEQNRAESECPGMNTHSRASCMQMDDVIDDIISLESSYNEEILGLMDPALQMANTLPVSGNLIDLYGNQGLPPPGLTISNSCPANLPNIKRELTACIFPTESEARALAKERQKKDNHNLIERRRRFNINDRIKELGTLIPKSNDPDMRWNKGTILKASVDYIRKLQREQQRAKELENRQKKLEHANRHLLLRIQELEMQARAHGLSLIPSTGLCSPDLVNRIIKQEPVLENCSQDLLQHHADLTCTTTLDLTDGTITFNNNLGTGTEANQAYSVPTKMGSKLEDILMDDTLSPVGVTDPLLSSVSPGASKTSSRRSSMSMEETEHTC
* = called active by the depositor.

Results for Clc1ccccc1C(c1nnnn1CC1CCCO1)N1CCN(c2ccccc2)CC1 (stereo unspecified) ?
FBW7 activator: -0.1; TEAD-YAP block: 1.5; GPR151 activ: 0.1; MITF primary: 6.5

What do the screens show for `CCc1c(C)nc2[nH]nc(-c3ccccc3)n2c1=O`?
FBW7 activator: -0.1; TEAD-YAP block: -2.6; GPR151 activ: -0.8; MITF primary: 4.9

How did CCOC(=O)N1CCN(c2c(NC3CCCCC3)c(=O)c2=O)CC1 do in these assays?
FBW7 activator: 0.1; TEAD-YAP block: 1.3; GPR151 activ: -0.1; MITF primary: 9.7

Results for CCOCCOC(=O)c1ccc(NC(=O)COc2ccc(C(C)(C)C)cc2)cc1 ?
FBW7 activator: -0.2; TEAD-YAP block: 0.0; GPR151 activ: 0.9; MITF primary: 0.5

What do the screens show for `Cc1cc(-c2cnc(N3CCOCC3)nc2C2CCCN(C(=O)C(C)C)C2)on1` (stereo unspecified)?
FBW7 activator: -0.1; TEAD-YAP block: 4.3; GPR151 activ: 1.2; MITF primary: 1.2

Results for CNC(=O)CSc1nnnn1-c1cc(C)cc(C)c1 ?
FBW7 activator: 0.0; TEAD-YAP block: 1.6; GPR151 activ: 0.6; MITF primary: -17.6

What do the screens show for `Cc1nccn1CC(=O)N/N=C/c1ccc(N(C)C)cc1`?
FBW7 activator: -0.1; TEAD-YAP block: -20.1; GPR151 activ: 0.3; MITF primary: -16.7

How did CC(=O)Nc1cc(C2CC2)nn1-c1nc(C(C)C)cc(=O)[nH]1 do in these assays?
FBW7 activator: -1.2; TEAD-YAP block: 22.1; GPR151 activ: -0.9; MITF primary: 16.9

What do the screens show for `O=C1OC(c2ccc3c(c2)OCO3)=N/C1=C\c1ccc(Cl)cc1Cl`?
FBW7 activator: -0.1; TEAD-YAP block: -10.7; GPR151 activ: 0.5; MITF primary: -3.7

Results for Cc1ccc(/C=C2\C(=N)N3N=C(S(C)(=O)=O)SC3=NC2=O)o1 ?
FBW7 activator: 0.0; TEAD-YAP block: -11.5; GPR151 activ: 0.1; MITF primary: -0.1

What do the screens show for `CCOC(=O)c1sc(=NC(=O)c2ccc(S(=O)(=O)N(C)c3ccccc3)cc2)n(C)c1C`?
FBW7 activator: 0.1; TEAD-YAP block: 6.1; GPR151 activ: -1.3; MITF primary: 15.2

How did COc1ccc(C(=O)O/N=C(\C)c2nccs2)cc1 do in these assays?
FBW7 activator: -0.1; TEAD-YAP block: -3.3; GPR151 activ: -1.8; MITF primary: -4.1

How did O=C1CCN(Cc2cc(F)cc(F)c2)CCN1Cc1c(F)cc(F)cc1F do in these assays?
FBW7 activator: -0.1; TEAD-YAP block: 4.0; GPR151 activ: -1.7; MITF primary: -2.2

How did CCC1(C)OC(=O)N(CCc2c(C)[nH]c3ccc(Br)cc23)C1(C)O (stereo unspecified) do in these assays?
FBW7 activator: 0.2; TEAD-YAP block: 1.2; GPR151 activ: -1.2; MITF primary: 0.5

Results for COC(=O)Cn1c(=NC(=O)C(C)C)sc2ccccc21 ?
FBW7 activator: 0.1; TEAD-YAP block: 3.2; GPR151 activ: -0.4; MITF primary: 6.2

Results for O=C(NCCCN1CCOCC1)c1cnc(N2CCN(c3ccccn3)CC2)c2ccccc12 ?
FBW7 activator: 0.7; TEAD-YAP block: 10.2; GPR151 activ: -1.5; MITF primary: 8.7

Results for Cc1ccc(C(C)CCN2CCC(N3CCC(C(=O)N4CCCC4)CC3)CC2)o1 (stereo unspecified) ?
FBW7 activator: 0.1; TEAD-YAP block: -10.3; GPR151 activ: 0.3; MITF primary: -1.3

Results for COc1ccc(Nc2ncc(C(=O)N3CCC(C(N)=O)CC3)c3ccccc23)cc1 ?
FBW7 activator: 0.3; TEAD-YAP block: -14.3; GPR151 activ: 3.3; MITF primary: 18.6

Results for COc1ccc(-c2cnn3c(N4CCCCC4CCO)ccnc23)cn1 (stereo unspecified) ?
FBW7 activator: -0.2; TEAD-YAP block: -72.5; GPR151 activ: -0.6; MITF primary: -12.8

How did N#C/C(=C/c1ccc(I)o1)c1ccc(C#N)cc1 do in these assays?
FBW7 activator: 0.0; TEAD-YAP block: -34.2; GPR151 activ: 1.7; MITF primary: -0.9

What do the screens show for `O=C1CC2(CCCC2)CC(=O)N1c1cccc(Br)c1`?
FBW7 activator: 0.2; TEAD-YAP block: -1.3; GPR151 activ: 0.1; MITF primary: 0.0

How did CCOC(=O)c1cc(-c2ccccc2)sc1NC(=O)C(C)N1C(=O)c2ccccc2C1=O (stereo unspecified) do in these assays?
FBW7 activator: -0.4; TEAD-YAP block: -5.4; GPR151 activ: 1.2; MITF primary: 6.5

Results for O=C1CCCN1CCn1cnc2c(NCCc3ccc(O)cc3)nc(-c3csc4ccccc34)nc21 ?
FBW7 activator: -0.1; TEAD-YAP block: 4.8; GPR151 activ: -1.7; MITF primary: -11.2

Results for COc1ccc(C(=O)Nc2sc(C)c(C)c2CN2CCN(CCO)CC2)cc1 ?
FBW7 activator: 0.1; TEAD-YAP block: -54.1; GPR151 activ: -3.2; MITF primary: 20.8

How did O=C(c1nn2c(C(F)(F)F)cc(-c3ccc(Br)cc3)nc2c1Br)N1CCOCC1 do in these assays?
FBW7 activator: -0.1; TEAD-YAP block: -7.2; GPR151 activ: 0.5; MITF primary: -12.2

Results for COc1ccc(C2C(C#N)=C(N)OC(C)=C2C(C)=O)cc1 (stereo unspecified) ?
FBW7 activator: -0.2; TEAD-YAP block: -0.5; GPR151 activ: 1.1; MITF primary: 1.4

Results for Cc1ccc(N(C)S(=O)(=O)c2cc(Br)cnc2N)cc1 ?
FBW7 activator: 0.0; TEAD-YAP block: -5.2; GPR151 activ: 0.7; MITF primary: -9.5

Results for CCCCOc1ccc(-c2cc(C(=O)NN)c3ccccc3n2)cc1 ?
FBW7 activator: 0.2; TEAD-YAP block: -2.0; GPR151 activ: -0.1; MITF primary: 0.1

Results for COc1ccccc1NC(=O)CN1CCN(CC(=O)Nc2ccc(C)c(F)c2)CC1 ?
FBW7 activator: 0.5; TEAD-YAP block: 13.1; GPR151 activ: -0.5; MITF primary: 14.1

How did O=S(=O)(c1ccc(F)c(Cl)c1)N1CCCCCC1 do in these assays?
FBW7 activator: 0.2; TEAD-YAP block: 6.6; GPR151 activ: 0.1; MITF primary: 1.0

Reprinted from the part before: three compounds; new compounds follow.
Results for CCCCOc1ccc(-c2cc(C(=O)NN)c3ccccc3n2)cc1 ?
FBW7 activator: 0.2; TEAD-YAP block: -2.0; GPR151 activ: -0.1; MITF primary: 0.1

Results for COc1ccccc1NC(=O)CN1CCN(CC(=O)Nc2ccc(C)c(F)c2)CC1 ?
FBW7 activator: 0.5; TEAD-YAP block: 13.1; GPR151 activ: -0.5; MITF primary: 14.1

How did O=S(=O)(c1ccc(F)c(Cl)c1)N1CCCCCC1 do in these assays?
FBW7 activator: 0.2; TEAD-YAP block: 6.6; GPR151 activ: 0.1; MITF primary: 1.0

What do the screens show for `COC(=O)c1ccccc1NC(=O)Nc1nnc(N2CC(C)CC(C)C2)s1` (stereo unspecified)?
FBW7 activator: 0.2; TEAD-YAP block: 3.2; GPR151 activ: 6.6*; MITF primary: 10.6

Results for C=CCc1ccc(Oc2ncnc3sc(C)c(C)c23)c(OC)c1 ?
FBW7 activator: 0.0; TEAD-YAP block: 11.6; GPR151 activ: 0.7; MITF primary: 0.2

Results for CCOc1cccc(C2C(C(=O)OC)=CN(C(C)C)C=C2C(=O)OC)c1 ?
FBW7 activator: 0.3; TEAD-YAP block: 2.2; GPR151 activ: 0.3; MITF primary: -3.0

What do the screens show for `CN(C1CCCCC1)S(=O)(=O)c1cc2c(cc1Cl)NC(=O)CO2`?
FBW7 activator: -0.1; TEAD-YAP block: -1.0; GPR151 activ: -0.5; MITF primary: 0.3

What do the screens show for `C=CCN1C(=O)NC(=O)/C(=C\c2ccc(Br)s2)C1=O`?
FBW7 activator: 0.0; TEAD-YAP block: 5.2; GPR151 activ: -0.2; MITF primary: 4.5

Results for Cc1ccc(OCCN2C(=O)CSC2=O)cc1 ?
FBW7 activator: 0.1; TEAD-YAP block: 11.8; GPR151 activ: -1.1; MITF primary: 7.4

How did O=C(c1cccs1)N1CCN(c2ccc(Cl)cc2[N+](=O)[O-])CC1 do in these assays?
FBW7 activator: 0.0; TEAD-YAP block: -12.8; GPR151 activ: 3.7; MITF primary: 19.2

What do the screens show for `Cc1ncsc1C(=O)N1CCC2(CC1)NC(=O)c1cccnc1N2C`?
FBW7 activator: -0.1; TEAD-YAP block: -1.9; GPR151 activ: 0.6; MITF primary: 6.4

Results for O=C(Cc1ccccc1)Nc1nnc(-c2ccccc2)s1 ?
FBW7 activator: -0.1; TEAD-YAP block: -5.9; GPR151 activ: 0.8; MITF primary: 11.4

Results for CCN1CCN(c2oc(COc3ccc(Br)cc3)nc2C#N)CC1 ?
FBW7 activator: 0.3; TEAD-YAP block: 9.5; GPR151 activ: 0.8; MITF primary: 19.2

What do the screens show for `CCCCn1c(CCCNC(C)=O)nc2ccccc21`?
FBW7 activator: -0.1; TEAD-YAP block: 1.9; GPR151 activ: -0.3; MITF primary: 0.5

How did CCCOC(=O)C1=C(C)NC2=C(C(=O)CC(c3ccc(Cl)cc3)C2)C1c1cc(Br)c(O)c(OCC)c1 (stereo unspecified) do in these assays?
FBW7 activator: 0.3; TEAD-YAP block: 0.8; GPR151 activ: 0.4; MITF primary: -8.7

How did COc1ccc(C(=O)COC(=O)c2cnccn2)cc1Br do in these assays?
FBW7 activator: -0.1; TEAD-YAP block: -0.5; GPR151 activ: 0.1; MITF primary: -5.6

Results for CCC(=O)N(C)c1ccc(Oc2ccc(C)nn2)cc1 ?
FBW7 activator: 0.8; TEAD-YAP block: 8.4; GPR151 activ: -0.3; MITF primary: -2.9

Results for Cc1nn(C(=O)Cn2cc([N+](=O)[O-])cn2)c(C)c1Br ?
FBW7 activator: -0.2; TEAD-YAP block: 0.1; GPR151 activ: 1.1; MITF primary: -12.5

Results for COc1cccc(/C=c2\sc3nc(-c4ccccc4OC(C)=O)nn3c2=O)c1OC ?
FBW7 activator: 0.2; TEAD-YAP block: 0.2; GPR151 activ: 0.3; MITF primary: -2.6

How did CCN(CC)S(=O)(=O)c1ccc(C(=O)N2CCN=C2SCc2ccccc2F)cc1 do in these assays?
FBW7 activator: 0.2; TEAD-YAP block: -2.9; GPR151 activ: -0.7; MITF primary: -1.8

Results for CC(C)CCN1CCN(Cc2cnc(N3CCCC3)s2)CC1CCO (stereo unspecified) ?
FBW7 activator: 0.5; TEAD-YAP block: 13.8; GPR151 activ: -2.4; MITF primary: 12.2

What do the screens show for `CCCC(=O)Nc1sc(C)c(CC)c1C(=O)OCC`?
FBW7 activator: 0.0; TEAD-YAP block: 8.4; GPR151 activ: 13.4*; MITF primary: -4.2

How did COc1ccccc1C(=O)Nc1cccc(N2CCC(NCC3CCCO3)CC2)c1 (stereo unspecified) do in these assays?
FBW7 activator: 0.2; TEAD-YAP block: 3.5; GPR151 activ: 1.8; MITF primary: -5.0

How did O=C(Nc1cc(Cl)ccc1O)c1nc2ncccn2n1 do in these assays?
FBW7 activator: -0.2; TEAD-YAP block: -6.8; GPR151 activ: 0.9; MITF primary: 0.9

Results for CCOC(=O)CNC(=O)CSc1nnc(NC(=O)c2ccc(C)cc2)s1 ?
FBW7 activator: -0.1; TEAD-YAP block: 4.8; GPR151 activ: 2.4; MITF primary: -4.9

How did CCc1ccccc1-n1c(SCC(N)=O)nnc1-c1ccccc1 do in these assays?
FBW7 activator: 0.1; TEAD-YAP block: 5.2; GPR151 activ: -0.2; MITF primary: 1.7

What do the screens show for `COC(=O)c1cccc(Nc2ccc(S(=O)(=O)NC(C)C)cc2[N+](=O)[O-])c1`?
FBW7 activator: -0.1; TEAD-YAP block: -2.5; GPR151 activ: -0.1; MITF primary: 4.5

How did CCc1nnc(NC(=O)CSc2nc3cc(OC)ccc3cc2C)s1 do in these assays?
FBW7 activator: -0.1; TEAD-YAP block: 0.5; GPR151 activ: 0.5; MITF primary: 0.9

How did COc1ccccc1CNC(=O)Cn1cc2c(n1)-c1c(oc(C(=O)N3CCCC3)c1C)CC2 do in these assays?
FBW7 activator: -0.1; TEAD-YAP block: 2.9; GPR151 activ: 1.1; MITF primary: 0.9

What do the screens show for `COc1cccc(C(=O)Nc2ccc(-c3nc4ccccc4[nH]3)cc2)c1`?
FBW7 activator: -0.1; TEAD-YAP block: -56.7; GPR151 activ: -1.5; MITF primary: -7.6

Results for CC(=O)COC(=O)c1ccc2c(c1)C(=O)N(c1ccccc1C(F)(F)F)C2=O ?
FBW7 activator: -0.1; TEAD-YAP block: 7.0; GPR151 activ: 0.4; MITF primary: -1.3

What do the screens show for `COC(=O)c1cccc(NC(=O)COc2ccc(C(C)(C)C)cc2)c1`?
FBW7 activator: 0.3; TEAD-YAP block: -31.7; GPR151 activ: 0.9; MITF primary: -1.2

Entries listed so far that have a cyano group (3):
How did N#C/C(=C/c1ccc(I)o1)c1ccc(C#N)cc1 do in these assays?
FBW7 activator: 0.0; TEAD-YAP block: -34.2; GPR151 activ: 1.7; MITF primary: -0.9

Results for COc1ccc(C2C(C#N)=C(N)OC(C)=C2C(C)=O)cc1 (stereo unspecified) ?
FBW7 activator: -0.2; TEAD-YAP block: -0.5; GPR151 activ: 1.1; MITF primary: 1.4

Results for CCN1CCN(c2oc(COc3ccc(Br)cc3)nc2C#N)CC1 ?
FBW7 activator: 0.3; TEAD-YAP block: 9.5; GPR151 activ: 0.8; MITF primary: 19.2

The order is random; 3.4% or so of the library scored in one or more.
